GlmU inhibition – inhibition of mycobacterial GlmU enzyme – biochemical, glucosamine-1-phosphate acetyltransferase (AID 1376); Bifunctional protein GlmU (Mycobacterium tuberculosis (strain ATCC 25618 / H37Rv)); M. tuberculosis GlmU acetyltransferase enzyme assay; higher % means a stronger effect; inhibition, %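 (tested at 30 µM in the primary screen)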, or IC50 in µM where a hit was titrated; actives 0.25% (n = 220,000); in the data active = inhibition above about 13%;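 note: 0% = complete reaction with vehicle and 100% = reaction without substrate; strong numbers were not always called active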
RmlCD inh 1536 – M. tuberculosis RmlC/RmlD coupled enzyme inhibitors, primary screen, biochemical, compound mixtures, 384-well, from 1536-well plates; dTDP-4-dehydrorhamnose reductase (Mycobacterium tuberculosis (strain ATCC 25618 / H37Rv)) …; RmlC+RmlD coupled enzyme assay, percent inhibition; primary screen in compound mixtures; inhibition, % at 3.6 µM; actives 0.03% (n = 160,000); AID 1533, 2009; in the data active = inhibition mostly above about 34%, no sharp cut-off; note: some results filed as inactive read as strong as hits
Target sequence (P9WH09 whole entry, looked up): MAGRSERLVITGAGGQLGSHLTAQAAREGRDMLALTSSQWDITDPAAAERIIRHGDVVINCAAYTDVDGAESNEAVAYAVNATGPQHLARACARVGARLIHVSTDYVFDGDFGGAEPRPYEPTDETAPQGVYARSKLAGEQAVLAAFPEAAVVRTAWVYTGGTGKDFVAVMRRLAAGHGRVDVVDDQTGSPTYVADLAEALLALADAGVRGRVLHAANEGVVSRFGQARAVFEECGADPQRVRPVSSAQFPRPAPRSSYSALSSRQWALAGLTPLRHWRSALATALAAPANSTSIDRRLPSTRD
Target sequence (P9WH11 whole entry, looked up): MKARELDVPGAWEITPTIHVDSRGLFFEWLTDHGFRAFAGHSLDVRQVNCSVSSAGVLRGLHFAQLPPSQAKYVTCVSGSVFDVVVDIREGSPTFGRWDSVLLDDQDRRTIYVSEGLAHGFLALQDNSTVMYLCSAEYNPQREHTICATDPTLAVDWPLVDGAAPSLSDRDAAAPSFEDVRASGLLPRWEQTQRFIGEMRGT
* = called active by the depositor; . = no result given. These rows are one share of the data; rates above refer to the full screens.

mol | GlmU inhibition | RmlCD inh 1536
CCn1c(Cn2nnc(-c3ccccc3)n2)nnc1SCC(=O)Nc1cccc(C)c1C | -4.6% | 26
Cn1c(SCC#N)nc2ccccc2c1=O | 0.4% | 4
Fc1ccc(CSc2nc3ccccc3[nH]2)cc1 | 3.8% | .
Cc1ccc(Cl)cc1NC(=S)N(CCCN1CCOCC1)Cc1ccccn1 | -0.8% | -10
Cc1ccc(NC(=O)CSc2nnc(CNC(=O)c3c(F)cccc3Cl)o2)cc1 | -3.4% | -36
Cc1ccc(NC(=O)COC(=O)CCc2ccc(S(=O)(=O)N3CCOCC3)cc2)cc1F | -3.0% | .
O=C(c1ccccc1)c1ccc(Oc2ncccn2)cc1 | -0.3% | 10
CCOC(=O)C(Cc1c(F)cccc1F)(NC(C)=O)C(=O)OCC | -3.8% | .
Cc1cc(C(=O)COC(=O)c2ccc(Br)o2)c(C)n1C | 1.9% | 4
CSc1nsc(SCC(=O)Nc2c(C)n(C)n(-c3ccccc3)c2=O)n1 | 0.3% | -7
Cc1ccccc1CCNC(=O)C1CCN(S(=O)(=O)c2ccc(-n3cnnn3)cc2)CC1 | -0.1% | -6
Cc1cc(OC2CCCCC2)nc(NCc2ccccc2)n1 | -2.8% | .
Cc1ccc(NC(=O)CCn2cccc2)cc1 | 0.4% | .
CCCn1nc2cc(C(=O)NCCc3ccc(C)cc3)ccc2c1OCC | 5.9% | 11
Cc1nc(N(C)Cc2ccccc2)c2nnn(Cc3ccccc3)c2n1 | 2.0% | -10
CC1SC(=NC(=O)c2ccco2)NC1=O (centres undefined) | -2.1% | .
CC1CN(C(=S)NC(=O)c2ccc([N+](=O)[O-])cc2)CC(C)O1 (centres undefined) | 1.5% | .
O=C(Nc1ccc(S(=O)(=O)N2CCCC2)cc1)c1cccnc1 | 1.5% | -16
O=c1[nH]cc(NCCc2ccccc2)c(=O)[nH]1 | 3.0% | -12
O=C(O)CC(Cc1ccc(Cl)cc1)C(=O)Nc1ccc([N+](=O)[O-])cc1 (centres undefined) | -6.7% | -7
Cc1cccc(-n2c(=O)c3c(n4cnnc24)-c2ccccc2CC32CCCCC2)c1 | -5.8% | .
C=CCNCC#CCOc1ccc(OC)cc1 | 2.6% | 95
COc1ccc(/C=C/C2=CC(C)(C)NC(=S)N2)cc1 | -0.9% | -7
Cc1cc(C(=O)N2CCN(c3ncccc3C#N)CC2)no1 | 2.6% | .
CCC(C(=O)Nc1nc(C)c(C(=O)OC)s1)c1ccccc1 (centres undefined) | -6.1% | -16
O=Nc1c2ccc[nH]c-2c2ccc([N+](=O)[O-])cc12 | -3.3% | .
COc1cc(/C=N/N2CCN(C3c4ccccc4-c4ccccc43)CC2)cc(OC)c1OC | 1.0% | 22
CCc1c(C)[nH]c2ccc(C)cc2c1=O | -0.8% | 1
COc1cc(OC)cc(C(=O)NCCNC(=O)c2ccco2)c1 | -1.1% | .
COc1cc(OC)cc(C(=O)N[C@H](C(=O)Nc2ccc(S(=O)(=O)N(C)C)cc2)C(C)C)c1 | -1.7% | .

A section taken from the entries so far, as a working copy:
mol | GlmU inhibition | RmlCD inh 1536
CCn1c(Cn2nnc(-c3ccccc3)n2)nnc1SCC(=O)Nc1cccc(C)c1C | -4.6% | 26
Cn1c(SCC#N)nc2ccccc2c1=O | 0.4% | 4
Fc1ccc(CSc2nc3ccccc3[nH]2)cc1 | 3.8% | .

The listing picks up, starting three compounds before the break.
mol | GlmU inhibition | RmlCD inh 1536
CCc1c(C)[nH]c2ccc(C)cc2c1=O | -0.8% | 1
COc1cc(OC)cc(C(=O)NCCNC(=O)c2ccco2)c1 | -1.1% | .
COc1cc(OC)cc(C(=O)N[C@H](C(=O)Nc2ccc(S(=O)(=O)N(C)C)cc2)C(C)C)c1 | -1.7% | .
CCn1c2ccccc2c2nnc(SCC(=O)Nc3cc(C)on3)nc21 | 4.8% | -5
O=C(CNC(=O)c1ccc(Oc2ccccc2)cc1)OCc1ccc(Br)cc1 | 0.7% | .
Cc1ccc(NC(=S)N2CCCC(c3nc4ccc(C)cc4[nH]3)C2)c(C)c1 (centres undefined) | 2.0% | 12
CCOC(=O)c1c(NC(=O)c2cccnc2)sc(C)c1C | -5.4% | 4
O=S(=O)(/N=C(/Nc1ccccn1)c1ccc(Cl)cc1)c1ccc(Cl)cc1 | -1.3% | .
CC(=O)Nc1ccc(NC(=O)CN(C)CC(=O)Nc2ccccc2Br)cc1 | 1.3% | -1
COc1ccccc1NC(CC(=O)c1ccccc1)C(=O)OCC(=O)c1ccc(C)c(C)c1 (centres undefined) | -2.7% | 31
COc1ccc(NC(=O)CN2CCN(C(=S)NC3CCCC3)CC2)cc1 | 2.1% | 2
COC(=O)CCC(=O)OC1(C)C(=O)C=C2C=C(C3CC3)N(Cc3ccccc3)C=C2C1=O (centres undefined) | -3.1% | -9
O=C(c1ccco1)N1CCN(C(=O)C(Sc2ccccc2)c2ccccc2)CC1 (centres undefined) | 2.9% | 5
COc1cc(NC(=S)NCc2cccnc2)cc(OC)c1 | 0.4% | 7
Cc1cnc(C(=O)Nc2ccc(N3CCOCC3)cc2)cn1 | 1.3% | 8
Cc1nc(N2CCOCC2)nc2c1CCC2 | -4.6% | 13
COc1cc(/C=N/NC(=O)C23CC4CC(CC(C4)C2)C3)cc(Br)c1O | -3.5% | -11
O=S(=O)(Nc1nccs1)c1cnc(Cl)c(Br)c1 | 2.9% | -8
COc1ccc(C(=O)Nc2cc([N+](=O)[O-])ccc2N2CCN(C)CC2)cc1 | 4.4% | .
O=C(NCCCN1CCCC1)c1ccc(CSCc2cccc(Cl)c2)o1 | -9.7% | 9
CCOC(=O)NC(=O)/C(C#N)=N/Nc1c(F)cccc1F | 1.3% | .
COc1ccc(CCNC(=O)c2nn(C)cc2Cl)cc1 | -0.1% | 1
O=[N+]([O-])c1cn(Cc2ccc(Cl)cc2)cn1 | 0.1% | -14
CCCCCCc1ccc(OCC(=O)O)cc1OCC(=O)O | -1.6% | -5
O=C1N=C(N2CCCCC2)SC1=C1CCCC1 | 5.0% | 8
O=C(CSc1nc2ccccc2o1)N1c2ccccc2Sc2ccccc21 | -0.4% | -6
CCOC(=O)c1c(-c2ccccc2)oc2ccc(OC)cc12 | 2.6% | .
CCCCCOc1ccc(N2C(=O)C3C4C=CC(C3C2=O)N(C)C4=O)cc1 (centres undefined) | 1.2% | .
COc1ccc(CCNC(=O)c2sc3ccccc3c2Cl)cc1OC | 1.4% | -4
CC(C)c1ccc(S(=O)(=O)c2n[nH]n3c2nc(=O)c2ccccc23)cc1 | 6.0% | .
COc1cccc(Nc2nnc(SCC(=O)Nc3sccc3C(N)=O)s2)c1 | -0.8% | .
Cc1ccc(S(=O)(=O)N2CCOCC2)cc1NC(=O)CSc1nccn1C | 4.4% | 14
O=C(OCC(=O)N1CCN(C(=O)c2ccco2)CC1)c1sc2cc(F)ccc2c1Cl | 6.4% | .
N[C@@H](Cn1oc(=O)[nH]c1=O)C(=O)O | -3.2% | .
Cc1cc(OCC(=O)Nc2nnc(C3CC3)s2)ccc1[N+](=O)[O-] | 1.2% | 2
Cc1cccc(-c2cc3nc(-c4ccccc4)cc(N4CCC5(CC4)OCCO5)n3n2)c1 | 0.5% | -11
CC(C)(C)c1ccc(C(=O)NCC(=O)OCC(=O)c2ccc3c(c2)-c2ccccc2C3)cc1 | 0.0% | .
CCOc1ccc(CNc2ncnc(N)n2)cc1 | 0.3% | -12
O=C(NC1CCCc2ccccc21)C1CCC(CNc2c(N3CCOCC3)c(=O)c2=O)CC1 (centres undefined) | -3.0% | .
CCN(Cc1ccncc1)Cc1cn[nH]c1-c1ccc(OC)cc1F | 2.2% | 5
COc1ccc([C@@H]2[C@H]3CN(C(C)=O)CC=C3C(C#N)=C(N)C2(C#N)C#N)c2ccccc12 | 3.9% | .
Cc1csc(NC(=O)CSc2nnc(Cc3cccn3C)n2CCc2ccccc2)n1 | 2.9% | -5
CC(C)CC(=O)Nc1cccc2c1C(=O)N(c1ccccc1)C2=O | 2.4% | .
O=C(c1cc2ccccc2oc1=O)N1CCN(c2ccc(N3CCOCC3)nn2)CC1 | 2.8% | 10
CCOc1ccc(C(=O)NN2C(=S)NC(C)(C)C=C2C)cc1 | -0.4% | 8
Cc1ccccc1CNC(=O)c1ccccc1C | 0.0% | .
COc1ccc(/C=N\N=C2/SC(CC(=O)O)C(=O)N2c2ccc(O)cc2)cc1 (centres undefined) | 5.0% | 7
Cc1onc(-c2ccccc2)c1-c1nc2ccccc2c(=O)o1 | 1.2% | 8
CC(Nc1ccc(Cl)c(Cl)c1)C(=O)NN (centres undefined) | 0.7% | -8
O=C(Cc1ccc(Cl)cc1)Nc1ccc(S(=O)(=O)Nc2cnc3ccccc3n2)cc1 | -4.7% | .
Cc1ccc(NC(=O)C2COc3ccccc3O2)nc1 (centres undefined) | -0.9% | 0
CC(OCc1ccccc1)C(NC(=O)OC(C)(C)C)C(=O)NCC1CCCO1 (centres undefined) | 2.2% | -3
COc1ccc(CC(=O)NNC(=S)Nc2ccc(Br)cc2)cc1 | -0.8% | 5
COc1cc(C(=O)NCc2nnc(SCC(=O)NCc3ccccc3)o2)cc(OC)c1OC | 3.9% | 4
O=C(CN(c1ccccc1)S(=O)(=O)c1ccccc1)N/N=C/c1ccc(OC2CSC2)cc1 | 1.7% | 6
COC(=O)c1ccc(OCC2c3cc(OC)c(OC)cc3CCN2C(=O)c2ccco2)cc1 (centres undefined) | 0.0% | -9
Cc1ccc(CNC(=O)COc2ccccc2-c2ccccc2)cc1 | -0.7% | -9
CN1CCCN(C(=O)CC2(CC(=O)O)CCCC2)CC1 | 6.5% | 0
Cc1ccc(C(=O)N2CCCC(CCC(=O)N3CCN(c4ccccn4)CC3)C2)s1 (centres undefined) | 1.1% | .
CCn1c(SCc2nc(N)nc(N3CCCCC3)n2)nc2c1c(=O)n(C)c(=O)n2C | 0.8% | -7
COc1cc(NC(=O)COc2ccccc2)c(OC)cc1NC(C)=O | 0.0% | 1
CCOC(=O)c1cc(-c2ccco2)nn1-c1ccc(C)cc1 | 5.3% | -9
O=C(CNC(=O)OCc1ccccc1)NC1CCCCCCC1 | -2.0% | .

By substructure, those above with a tert-butyl group.
mol | GlmU inhibition | RmlCD inh 1536
CC(C)(C)c1ccc(C(=O)NCC(=O)OCC(=O)c2ccc3c(c2)-c2ccccc2C3)cc1 | 0.0% | .
CC(OCc1ccccc1)C(NC(=O)OC(C)(C)C)C(=O)NCC1CCCO1 (centres undefined) | 2.2% | -3

Next section
mol | GlmU inhibition | RmlCD inh 1536
Cc1ccc(NC(=O)CN(C)C(=O)CSc2ncc(C(F)(F)F)cc2Cl)cc1 | 8.1% | 2
Cc1ccc(NC(=O)Cc2ncc(C(F)(F)F)cc2Cl)cc1Cl | -7.3% | 11
O=C(NC1CCCCC1)C1Cc2ccccc2CN1S(=O)(=O)c1ccc(F)cc1 (centres undefined) | 6.0% | .
CCOC(=O)/C=C1\SCC(=O)N1CC(=O)NC12CC3CC(CC(C3)C1)C2 | 0.2% | 20
Cc1cc(CNC(=O)c2ccc3c(c2)OCO3)c2ccccc2n1 | 2.4% | -3
CCOC(=O)c1[nH]c(C)c(C(=O)N2CCN(c3cccc(Cl)c3)CC2)c1C | 4.9% | -9
COC(=O)c1nc(N)sc1C | 1.3% | 3
COc1ccc(CC(=O)Nc2ccc(N3CCOCC3)cc2)cc1OC | 1.9% | -10
CC(C(=O)Nc1nc2ccccc2[nH]1)N1C(=O)C2CC=CCC2C1=O (centres undefined) | -6.4% | .
CCCCCCCC[n+]1cccc(C(=O)N(CC)CC)c1 | -5.6% | 51
O=S(=O)(c1ccc(F)cc1)c1nc(-c2ccco2)oc1Nc1ccc(F)cc1 | -0.4% | 11
O=P(Oc1ccccc1)(Oc1ccccc1)c1ccccc1 | -2.4% | 5
COc1ccc(C)cc1N(C(=O)CNC(=O)c1ccco1)C(C(=O)NC1CCCC1)c1cccnc1 (centres undefined) | 1.9% | .
COc1ccc(NC(=O)Nc2ccc(C(=O)N3CCOCC3)cc2)cc1 | -4.6% | 2
CCCCC(=O)Nc1ccc(N2CCCC2)cc1 | -11% | .
O=C(Cc1c(F)cccc1Cl)Nc1nc2ccccc2s1 | -0.8% | -7
CC1Cc2ccccc2N1C(=O)CSc1nnc(-c2ccc(S(=O)(=O)N3CCOCC3)cc2)n1C (centres undefined) | 1.1% | .
CC1CCCN(CCCOc2ccc([N+](=O)[O-])cc2)C1 (centres undefined) | 0.6% | -5
Cc1c(N2C(=O)/C(=C/c3cccc4ccccc34)SC2=S)c(=O)n(-c2ccccc2)n1C | -1.7% | .
O=C(NCCO)C(O)C(O)C(=O)NCCO (centres undefined) | 4.9% | -8
CC(C)(C)c1cnnn1-c1ccc(-c2csc(N)n2)cc1 | 4.2% | 37
CCn1c(SCC(=O)Nc2cccc(NC(=O)c3ccco3)c2)nnc1-c1cccs1 | -5.1% | 20
CC(NC(=O)COC(=O)/C=C/c1ccc([N+](=O)[O-])cc1)c1ccccc1 (centres undefined) | -0.2% | -4
Cc1cccc2[nH]c(CN(C)Cc3nc(CC4CC4)no3)nc12 | -3.1% | -5
Cc1ccccc1C(=O)N1CCN(c2ccccn2)CC1 | 1.4% | .
O=C(O)CCCc1nc(-c2ccccc2)no1 | 2.6% | -2
